HTRA1 inh = HTRA1 (human) protease inhibition; Q92743; recombinant HTRA1, FP-rhodamine activity-based probe, fluorescence polarization; inhibition, % at 5.96 µM; 0.5% of 340,000 active; AID 504803; in the data active means inhibition above about 36%;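 further: 0% = enzyme with DMSO and 100% = wells lacking enzyme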
ARFGAP1 inh = rat ARFGAP1 inhibition; 0.26% of 360,000 active; Arfgap1-stimulated ARF1 GTP hydrolysis, GDP FP detection; inhibition, % at 16.5 µM; AID 651572; Q62848;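 active means inhibition above a per-plate limit, mean inhibition of low control wells plus 3 SD, cut at about 25% in these data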;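 further: 0% = DMSO wells with enzyme and 100% = wells lacking Arfgap1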
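Material – truncated rat Arfgap1 GAP domain · Buffer or medium – HEPES-based buffer, pH 7.5 · Reagent – human ARF1(Δ1-17)-GTP substrate · Dosing – 16.5 µM single point, 1.26% DMSO · Schedule – GTP hydrolysis reaction 2 h at 25 °C · Technique – GDP detection by fluorescence polarization · Benchmarks – No-Arfgap1 wells (100%) versus DMSO full-reaction wells (0%) · Repeats – single replicate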
SMARCA2 activ = activators of SMARCA2 function; MG213 cells, MMTV-luciferase reporter, dexamethasone, overnight; activation, % at 9.1 µM; 1% of 370,000 active; AID 652017; in the data active means activation above about 7.8%;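 further: 0% = vehicle wells and 100% = reference activator wells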
ASAP1 inh = blocks human ASAP1-stimulated Arf1 GTP hydrolysis. Q9ULH1. GDP FP detection. inhibition, % at 16.5 µM. 0.19% of 360,000 active; in the data active means inhibition above about 25%;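 further: 0% = vehicle with enzyme and substrate and 100% = no enzyme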
PG9 binder = PG9 antibody binding by small molecule; inhibition, % at 6.7 µM; TR-FRET gp120-PG9 antibody binding; 0.43% of 360,000 active; AID 624416; in the data active means inhibition above about 8.5%
NR1D1 modulator = Rev-erb alpha (human) modulation | Rev-erbα–FITC-DNA binding, fluorescence polarization, 90 min | P20393 | activity, % at 10 µM | 0.79% of 370,000 active;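 active means activity above about 14%, limit read from the data; passing the limit was not always enough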;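 further: 0% = DMSO wells with 35 nM protein and 100% = DMSO wells with 750 nM protein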
ABHD4 inh = inhibitors of mouse ABHD4 | Q8VD66 | purified mABHD4, FP-Rh probe fluorescence polarization | inhibition, % at 8.92 µM | 0.54% of 370,000 active | AID 720543;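 active means inhibition exceeding the mean over every tested compound plus 3 SD, cut at about 30% in these data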;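 further: 0% = plate median of compound wells and 100% = S159A mutant with DMSO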
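system = mouse ABHD4 enzyme, wild type | medium = HEPES pH 7.0, NaCl, Pluronic buffer | also added = FP-Rh probe | incubation = Enzyme–compound pre-incubation 45 min, then probe 60 min, both 25 °C | technique = fluorescence polarization, excitation 525 nm, emission 598 nm, BODIPY TMR filters | controls = S159A mutant high control, sample median low control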
NPR1 activator = GC-A (human) enzyme activation; activation, % at 10 µM; HEK293 GC-A cells, cGMP TR-FRET, EC30 ANP; 0% at EC30 ANP, 100% saturating ANP; 0.14% of 370,000 active; P16066; in the data active means activation above about 40%
GC-B act = GC-B (human) receptor activation; HEK293-GC-B cells, CNP EC30, cGMP TR-FRET; 0% at EC30 CNP, 100% saturating CNP; 0.11% of 370,000 active; activation, % at 10 µM; AID 1920062;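 active means activation at 10 µM reaching about 35% in either raw or pattern-adjusted values, limit read from the data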
Target sequence (P20594 whole entry, looked up): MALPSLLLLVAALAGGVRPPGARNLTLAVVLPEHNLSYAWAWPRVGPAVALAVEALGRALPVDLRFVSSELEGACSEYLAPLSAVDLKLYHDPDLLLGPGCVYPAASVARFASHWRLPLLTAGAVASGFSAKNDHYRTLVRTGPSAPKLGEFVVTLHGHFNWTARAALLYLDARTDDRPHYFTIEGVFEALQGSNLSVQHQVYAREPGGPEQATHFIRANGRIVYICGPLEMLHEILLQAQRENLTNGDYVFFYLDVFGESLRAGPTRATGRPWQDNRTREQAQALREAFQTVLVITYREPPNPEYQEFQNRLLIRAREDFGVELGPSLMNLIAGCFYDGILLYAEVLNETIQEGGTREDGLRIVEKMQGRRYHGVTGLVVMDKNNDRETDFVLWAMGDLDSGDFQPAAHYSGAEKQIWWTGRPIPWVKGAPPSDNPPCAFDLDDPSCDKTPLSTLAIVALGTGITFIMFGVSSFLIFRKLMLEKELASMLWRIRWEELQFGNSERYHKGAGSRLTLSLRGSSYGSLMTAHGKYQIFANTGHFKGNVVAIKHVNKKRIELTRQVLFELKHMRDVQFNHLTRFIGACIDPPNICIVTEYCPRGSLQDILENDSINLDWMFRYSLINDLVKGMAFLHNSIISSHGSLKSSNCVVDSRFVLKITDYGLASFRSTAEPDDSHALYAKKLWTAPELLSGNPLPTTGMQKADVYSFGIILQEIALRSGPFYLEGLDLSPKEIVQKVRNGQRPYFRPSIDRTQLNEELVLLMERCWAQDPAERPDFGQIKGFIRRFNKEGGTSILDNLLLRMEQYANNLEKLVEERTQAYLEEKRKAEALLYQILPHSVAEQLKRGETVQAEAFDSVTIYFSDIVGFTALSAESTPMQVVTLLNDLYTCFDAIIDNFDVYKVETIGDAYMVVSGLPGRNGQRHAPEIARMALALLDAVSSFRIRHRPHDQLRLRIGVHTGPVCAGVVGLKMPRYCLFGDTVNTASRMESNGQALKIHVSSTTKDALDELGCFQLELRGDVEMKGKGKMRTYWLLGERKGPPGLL
rCAG binder = r(CAG) repeat RNA binding | TO-PRO-1 dye displacement fluorescence | inhibition, % at 3 µM | 1.3% of 370,000 active | AID 651821;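 active means inhibition above the plate cutoff, the mean of all test compounds on that plate plus 3 SD, cut at about 35% in these data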;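 further: 0% = DMSO alone and 100% = 100 µM mitoxantrone as full dye displacement; higher means more dye released from RNA so lower well fluorescence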
Starred values were filed as active, the others as inactive; x = no result given; & = joins results of further samples.

Molecule | HTRA1 inh | PG9 binder | SMARCA2 activ | NR1D1 modulator | ASAP1 inh | NPR1 activator | ARFGAP1 inh | GC-B act | ABHD4 inh | rCAG binder
COc1cc(/C=C/C(=O)OCC(=O)N2CCCCCC2)cc(OC)c1OC | -2.2 | 1.4 | -3.8 | -2.5 | 8.1 | 1.5 | 3.7 | -0.6 | 1.6 | -0.5
Cc1ccc(S(=O)(=O)N2Cc3ccccc3CC2C(N)=O)cc1 (configuration not stated) | -6.3 | 0.5 | -2.8 | 2.1 | 12.8 | 0.5 | -10.1 | 3.2 | 6.0 | 1.3
C/C(=N\O)c1ccccc1C(=O)O | 4.0 | -0.8 | -0.4 | 2.5 | 1.2 | 1.7 | 6.5 | 1.4 | 2.0 | 1.5
CCCNC(=O)Cn1c(=O)/c(=C/c2ccc(-c3cccc([N+](=O)[O-])c3)o2)s/c1=C\C(=O)C(C)(C)C | 6.1 | -0.9 | 0.4 | -5.1 | -4.2 | -0.4 | -3.1 | 4.3 | 4.5 | 14.9
CCN(CC)CCC(c1cc(OC)c(OC)c(OC)c1)c1c(OC)cc(OC)c2ccc(=O)oc12 (configuration not stated) | -3.2 | 1.2 | 3.2 | 0.8 | 3.9 | -15.0 | -1.1 | -11.6 | 0.4 | -3.0
COc1ccc([C@H]2C[C@@H](O)[C@H](n3cc(-c4ccc(F)cc4)nn3)CN2CC2CCCCC2)cc1 | -9.8 | 0.3 | 0.7 | 5.0 | -2.7 | -0.7 | 7.1 | -3.1 | 3.4 | 2.2
CCOC(=O)COc1ccc(S(=O)(=O)NC2CC2)cc1 | 1.3 | -1.6 | -2.1 | 3.3 | -0.3 | 5.5 | 14.6 | 14.5 | -0.2 | -1.7
Cc1ccc(NC(=O)c2cccc(F)c2)cc1S(=O)(=O)N1CCCCCC1 | -63.8 | 0.7 | -5.2 | 1.8 | -5.8 | 0.4 | -3.5 | 1.7 | -12.3 | -1.7
O=C(C[C@H]1C(=O)N(c2ccccc2)C[C@@H]1Cc1ccccc1)Nc1ccccc1 | -2.6 | -0.1 | -3.7 | 2.9 | -0.1 | -0.7 | -6.9 | -2.5 | -1.9 | 0.5
O=C(CC1C(=O)NCCN1Cc1cccc(F)c1)NCCCN1CCCC1=O (configuration not stated) | 0.6 | 0.2 | -1.7 | -2.8 | -7.3 | -0.9 | 1.1 | 11.0 | -0.1 | -5.9
CCn1c(SCC(=O)N(C)c2c(N)n(Cc3ccccc3)c(=O)[nH]c2=O)nc2ccccc21 | -4.7 | -0.1 | -2.8 | 1.4 | -9.5 | -3.9 | 8.9 | 4.5 | 7.5 | -5.9
O=C(COC(=O)c1ccc(Cl)nc1)Nc1ccccc1OC(F)F | -1.0 | -1.6 | -0.4 | 1.6 | 2.6 | -1.1 | -4.3 | -6.0 | 6.8 | -4.8
COc1ccc(-c2cc(C(=O)Nc3cnn(Cc4ccccc4C)c3)no2)cc1OC | -10.4 | x | x | 1.4 | x | -1.7 | x | -11.3 | x | x
O=C(NCc1ccncc1)C(=O)N/N=C/c1ccccn1 | -5.1 | 1.7 | 2.5 | 0.4 | -0.5 | 4.8 | -5.7 | 3.2 | 4.0 | 1.7
CC12CCC3c4cc(CN5CCOCC5)c(O)cc4CCC3C1CCC2=O (configuration not stated) | -1.7 | -0.3 | 0.2 | 12.0 | -6.1 | -0.3 | 2.8 | 6.4 | 4.5 | -0.3

Some of the entries so far, with two lines to a compound.
Each structure is followed by: HTRA1 inh	PG9 binder	SMARCA2 activ	NR1D1 modulator	ASAP1 inh	NPR1 activator	ARFGAP1 inh	GC-B act	ABHD4 inh	rCAG binder
> COc1cc(/C=C/C(=O)OCC(=O)N2CCCCCC2)cc(OC)c1OC
→ -2.2	1.4	-3.8	-2.5	8.1	1.5	3.7	-0.6	1.6	-0.5
> Cc1ccc(S(=O)(=O)N2Cc3ccccc3CC2C(N)=O)cc1 (configuration not stated)
→ -6.3	0.5	-2.8	2.1	12.8	0.5	-10.1	3.2	6.0	1.3
> C/C(=N\O)c1ccccc1C(=O)O
→ 4.0	-0.8	-0.4	2.5	1.2	1.7	6.5	1.4	2.0	1.5
> CCCNC(=O)Cn1c(=O)/c(=C/c2ccc(-c3cccc([N+](=O)[O-])c3)o2)s/c1=C\C(=O)C(C)(C)C
→ 6.1	-0.9	0.4	-5.1	-4.2	-0.4	-3.1	4.3	4.5	14.9

Additional records follow.
Molecule | HTRA1 inh | PG9 binder | SMARCA2 activ | NR1D1 modulator | ASAP1 inh | NPR1 activator | ARFGAP1 inh | GC-B act | ABHD4 inh | rCAG binder
Cc1ccc(S(=O)(=O)NNC(=O)c2cnn(-c3ccccc3)c2-n2cccc2)cc1 | -0.4 | -1.4 | -5.3 | 9.1 | 19.2 | 1.6 | -12.6 | 3.6 | -4.3 | -2.0
CCn1c2ccc(Cl)cc2c2nc3ccccc3nc21 | x | 0.7 | 1.7 | 12.4 | -7.6 | 15.9 | -0.8 | 11.7 | -2.8 | 7.4
Nc1nc(SCc2cccc(Br)c2)n[nH]1 | 4.3 | -2.1 | -3.9 | -3.4 | 14.4 | 3.5 | 8.2 | 0.7 | -1.4 | 7.6
COc1ccc(NS(=O)(=O)c2cccc(C(=O)NCCCN3CCOCC3)c2)cc1 | 5.7 | -0.7 | -0.9 | -3.9 | -10.7 | 3.7 | 0.5 | -2.4 | 0.8 | -1.7
CC(=O)N(O)CCCCCNC(=O)CCC(=O)N(O)CCCCCNC(=O)CCC(=O)N(O)CCCCCN | -4.5&3.8 | -1.3&0.4 | 0.8&-6.3 | -1.0&4.3&0.7 | 4.8&-10.5 | -0.5&1.1 | 18.0&-10.5 | -0.6&1.8 | 1.2&-3.3 | -4.2&-0.8
CC(C)(C)n1[nH]c2c3c(ccc2c1=O)C(=O)c1ccccc1C3=O | 14.0 | -17.3 | -1.8 | 6.1 | 0.6 | -6.6 | 2.9 | -16.4 | -3.0 | 5.2
Cc1ccc(OCC(=O)OCCN2C(=O)c3ccccc3C2=O)cc1C | -2.4 | -0.4 | -2.9 | 4.2 | -3.6 | -2.9 | 3.9 | -4.4 | 2.3 | -6.0
CC1C/C(=C/c2cccs2)C(=O)/C(=C/c2cccs2)C1 (configuration not stated) | -15.2 | -5.9 | -3.1 | -7.2 | 4.0 | -4.2 | -3.6 | -4.3 | 5.6 | 30.5
CCn1c(SCC(=O)NN=Cc2cccc(OCc3ccccc3)c2)nnc1-c1ccc(OC)c(OC)c1 | x | x | 6.2 | 2.1 | x | -14.3 | x | -18.6 | -5.8 | 4.8
COc1ccccc1N1CCN(C(=O)c2nn(C)c3c2CS(=O)(=O)c2ccccc2-3)CC1 | 5.5 | -2.5 | 2.1 | 0.0 | 5.4 | 0.7 | 5.8 | 3.2 | 2.5 | -0.4
CC(c1n[nH]c(=S)n1-c1ccc(Cl)cc1)N(C)C (configuration not stated) | 2.0 | -1.1 | -4.5 | 3.3 | -10.3 | -1.4 | -6.6 | -2.8 | 5.0 | 0.6
Nc1ncccc1C(=O)OCC(=O)NC1CCCCCC1 | 5.9 | -0.6 | 0.0 | -6.4 | -3.7 | 0.9 | -0.9 | 1.5 | 3.0 | 14.1
CC(C)(C)c1ccc(C(=O)OCCN2CCCCC2)cc1 | -4.5 | -0.9 | -0.8 | 0.6 | -4.0 | 3.3 | 7.4 | 3.6 | -3.6 | -10.7
O=C(N/N=C/C=C\c1ccccc1[N+](=O)[O-])c1ccco1 | -5.8 | -1.4 | 1.9 | 2.6 | 1.0 | -4.2 | 1.0 | -12.5 | -0.2 | 1.3
O=C(C1CCCN1S(=O)(=O)c1ccc(Br)s1)N1CCN(c2ccccc2)CC1 (configuration not stated) | x | x | -2.3 | 5.8 | x | -1.9 | x | -10.8 | 6.7 | 2.6

Continued.
Molecule | HTRA1 inh | PG9 binder | SMARCA2 activ | NR1D1 modulator | ASAP1 inh | NPR1 activator | ARFGAP1 inh | GC-B act | ABHD4 inh | rCAG binder
Clc1ccc(OCCn2ccnc2)cc1Cl | 6.1 | -2.8 | -2.9 | 1.0 | -5.3 | 5.3 | -0.1 | 7.2 | 9.0 | -3.4
Cc1ccccc1CN1C(=O)C(C)Sc2ccc(-c3ccco3)cc21 (configuration not stated) | x | -0.5 | 0.0 | 6.5 | -4.5 | -7.1 | -21.3 | 2.7 | 0.8 | 30.7
COc1ccc(Nc2c(-c3ccco3)nc3ccc(C)cn23)cc1 | 3.2 | -0.7 | -0.6 | -4.0 | 9.2 | 30.5 | -4.3 | 35.6* | 5.6 | -0.5
Cn1c2ccccc2c2cc(/C=N/NC(=O)c3cc(O)ccc3O)ccc21 | 63.7* | -4.3 | -3.6 | -4.0 | 0.4 | -10.2 | 13.6 | -8.0 | 52.4* | 66.0*
CCC(=O)N1CCc2cc(S(=O)(=O)NCCC(=O)Nc3ccc(OC)cc3)ccc21 | 7.0 | -1.1 | -1.4 | 3.1 | -19.9 | 4.9 | -8.2 | 0.0 | 1.5 | 0.9
COC(=O)C1=C(C)N(C)C(=NCc2ccccc2C(F)(F)F)NC1CCc1ccccc1 (configuration not stated) | x | 0.5 | -2.0 | 9.3 | -9.8 | -7.7 | 0.9 | -7.2 | 2.5 | 5.5
Cc1ccc(N=CC2=C(O)CC(c3ccccc3Cl)CC2=O)cc1 (configuration not stated) | x | 0.1 | -4.7 | 3.1 | -5.3 | 2.5 | -11.6 | 0.2 | 0.9 | -0.2
CCCCOC(=O)c1ccc(NC(=O)Nc2ccc(OC)c(OC)c2)cc1 | -2.5 | -0.4 | -2.9 | 6.6 | 19.8 | -3.7 | 11.4 | -3.7 | 13.3 | 10.4
O=C(NCc1ccco1)C1CC(c2ccc(Cl)c(Cl)c2)=NO1 (configuration not stated) | -0.5 | 2.1 | -3.3 | 4.3 | -2.5 | -4.0 | -8.4 | -6.0 | 1.9 | -3.9
COC(CNC(=O)c1cnn2c(C)c(Cc3ccccc3)c(C)nc12)OC | 0.7 | 0.1 | -3.1 | 0.2 | -3.6 | 11.7 | 1.3 | 11.7 | 2.2 | -9.5
O=C(NCc1ccncc1)C1CCCN(S(=O)(=O)c2cc(Cl)ccc2Cl)C1 (configuration not stated) | -4.8 | -0.3 | -3.5 | 7.2 | 4.7 | 1.0 | -1.4 | 0.0 | -1.4 | 1.5
Cc1ccc(NC(=O)CCS(=O)(=O)c2cc3[nH]c(=O)c(=O)[nH]c3cc2C)cc1 | 11.9 | -1.6 | -1.0 | -1.8 | 1.5 | 1.1 | -4.8 | 3.9 | -1.0 | 2.1
CC(C)NC(=O)Cn1c(SCC(=O)N2c3ccccc3CC2C)nc2ccccc21 (configuration not stated) | -0.9 | -2.0 | 3.2 | 3.2 | 1.0 | -1.6 | 30.7* | -3.0 | 8.3 | -4.4
Cn1cc([N+](=O)[O-])c(C(=O)n2cccn2)n1 | 3.8 | -0.7 | 2.1 | -6.5 | -4.9 | -2.5 | 10.8 | 1.0 | -5.6 | -3.1
O=C(Nc1cccnc1)c1ccco1 | -5.1 | -2.0 | -3.3 | -4.3 | -8.5 | 2.8 | -14.2 | 1.6 | 1.8 | -0.4
CN(C)c1ccc(S(=O)(=O)NCC(=O)OCC(=O)NC(=O)C2CCCCC2)cc1[N+](=O)[O-] | 7.1 | 3.0 | -3.0 | -1.3 | -13.4 | 0.0 | 0.7 | -3.9 | 4.1 | 7.8

Compound activity from PubChem BioAssay.
